p53null 39C tox: kills p53 null cells at the nonpermissive temperature; H1299 p53-null (neo) cells, 39C, ATPlite viability, 24 h; Potency, µM (titrated, usually from 46.1 µM), for inactives: top-dose activity, negative = cell killing, hits mostly cytotoxic; hit rate 0.97% among 55,000;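 also: potency is read from the fitted curve at half-maximal effect; 0% = DMSO only and -100% = full killing by 100 µM tamoxifen; nearly all actives have a fitted effect of over 50% in size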
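Luminescent ATP signal reported cell survival after H1299 lines (neo, p53 null; or p53 A138V) received up to 46 uM compound and 24 hr incubation at 39C.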
FH mod: Identification of activators of human fumarate hydratase by quantitative high-throughput screening | FH coupled MDH/diaphorase resazurin fluorescence, 15 min | Potency, µM (highest dose often 79.9 µM), inactives show at the top dose activity change, negative = inhibition, usual class: inhibitors | AID 1347055, 2019 | hit rate 0.22% among 54,000; also: potency is read from the fitted curve at half-maximal effect; % is scaled to controls: 0 for no effect and ±100 for the full control effect; the screen sought activators but most active calls are inhibition curves; nearly all actives have a fitted effect of over 45% in size
GALK inhibitor: inhibitors of human galactokinase (GALK). P51570. recombinant GALK, Kinase-Glo ATP luminescence, 1 h. Potency, µM (highest dose often 57.5 µM), for inactives: top-dose activity, negative = inhibition, actives largely listed as inhibitors. 44,000 tested, under 10 active;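 also: plate controls were full GALK reaction for no effect and reaction lacking GALK for full effect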
Target sequence (P51570 whole entry, looked up): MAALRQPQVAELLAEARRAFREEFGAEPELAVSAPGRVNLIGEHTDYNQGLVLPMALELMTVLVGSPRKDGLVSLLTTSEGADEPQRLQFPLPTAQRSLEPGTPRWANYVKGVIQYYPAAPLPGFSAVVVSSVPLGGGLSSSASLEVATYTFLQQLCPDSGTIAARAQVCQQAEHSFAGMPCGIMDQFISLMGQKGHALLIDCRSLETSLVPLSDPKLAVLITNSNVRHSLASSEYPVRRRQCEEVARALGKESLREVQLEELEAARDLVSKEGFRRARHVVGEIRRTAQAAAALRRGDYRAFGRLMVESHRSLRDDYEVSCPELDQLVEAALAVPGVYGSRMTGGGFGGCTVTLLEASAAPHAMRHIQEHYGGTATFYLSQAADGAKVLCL
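Reactions with and without enzyme served as controls. GALK at 5 nM phosphorylates 100 uM galactose using 35 uM ATP (HEPES pH 8.0, Mg2+) for 1 h at RT, with luminescence read 10 min after adding Kinase-Glo Plus.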
PTAP-TSG101 blk: inhibitors of HIV-1 PTAP binding to human TSG101, validation | Q99816 | Potency, µM (top dose mostly 115 µM), for inactives: at the highest dose activity change, negative = inhibition, actives largely listed as inhibitors | 44,000 tested, under 10 active | Fluorescence polarization, FITC-PTAP peptide/Tsg101, 20 min; also: potency is read from the fitted curve at half-maximal effect; 0% is about no effect
Target sequence (Q99816 whole entry, looked up): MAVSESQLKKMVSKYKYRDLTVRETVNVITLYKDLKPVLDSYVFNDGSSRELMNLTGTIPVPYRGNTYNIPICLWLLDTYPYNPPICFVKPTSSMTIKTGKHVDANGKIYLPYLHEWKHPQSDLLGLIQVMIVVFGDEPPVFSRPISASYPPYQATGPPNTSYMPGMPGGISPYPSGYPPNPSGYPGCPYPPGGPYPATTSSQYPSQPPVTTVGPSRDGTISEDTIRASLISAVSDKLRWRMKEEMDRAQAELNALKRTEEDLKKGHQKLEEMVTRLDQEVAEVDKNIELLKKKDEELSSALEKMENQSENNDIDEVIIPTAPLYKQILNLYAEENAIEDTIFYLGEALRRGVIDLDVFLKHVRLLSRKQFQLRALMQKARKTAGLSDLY
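FITC-labeled PTAP peptide (50 nM final) binding to Tsg101 binding domain (10 uM final) read by fluorescence polarization after 20 min at r.t. in HEPES pH 7.5 buffer. Actives by CRC class, <25 µM.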
B2AR arrestin ag: ADRB2 beta-arrestin recruitment. P07550. HTLA Tango cells, beta-arrestin recruitment, luciferase luminescence, 18 h. Potency, µM (highest dose often 46.1 µM), for inactives: top-dose activation, actives largely listed as activators. 44,000 tested, under 10 active. AID 1347077;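 also: potency is read from the fitted curve at half-maximal effect; 0% = DMSO and full agonism = EC100 isoproterenol or metaproterenol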
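Tango cells (recombinant beta2-AR, beta-arrestin, tTA-driven luciferase), 1500/well in DMEM 1% FBS, treated 18 h at 37 °C with compounds up to 46 µM; luciferin mix added, luminescence read after 15 min; %activity curves fitted and curve-classed.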
NTMT1 inh: inhibitors of human N-terminal methyltransferase NTMT1 | NTMT1 MTase-Glo SAH luminescence, purified enzyme | Q9BV86 | hit rate 2.5% among 59,000 | Potency, µM (top dose mostly 114 µM), for the others: at the highest dose activity change, negative = inhibition, hits mostly inhibitors;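 also: potency is read from the fitted curve at half-maximal effect; plate controls were DMSO vehicle for no effect and no enzyme for full effect; nearly all actives have a fitted effect of over 65% in size; many of its hits are not listed in these tables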
Target sequence (Q9BV86 whole entry, looked up): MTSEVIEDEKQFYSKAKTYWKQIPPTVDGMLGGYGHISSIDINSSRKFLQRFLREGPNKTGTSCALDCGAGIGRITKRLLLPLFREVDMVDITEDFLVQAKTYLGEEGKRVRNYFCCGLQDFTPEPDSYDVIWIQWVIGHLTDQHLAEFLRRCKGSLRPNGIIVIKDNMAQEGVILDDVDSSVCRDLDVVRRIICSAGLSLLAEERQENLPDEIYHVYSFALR
p53null 32C kill: kills p53 null cells at the permissive temperature | AID 903 | H1299-neo p53 null cells, ATP luminescence, 24 h, 32C | hit rate 0.62% among 55,000 | Potency, µM (top dose mostly 46.1 µM), without a hit: at the top dose activity change, negative = cytotoxicity, usual class: cytotoxic;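 also: potency is read from the fitted curve at half-maximal effect; 0% = DMSO only and -100% = full killing by 100 µM tamoxifen; nearly all actives have a fitted effect of over 55% in size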
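Overnight 37C seeding (600 cells/well) of H1299-neo preceded a 24 hr, 32C exposure to compounds up to 46 uM. ATP levels, read by luminescence after 20 min at RT, indicated surviving cells.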
* marks the source's active call; other numbers are inactive results. Calls follow the shape of the dose curve; as a rule, active = well fitted curve in the direction sought with a large enough effect; inconclusive = small, poorly fitted or top-dose-only effect, or another doubt; inactive = no such curve, though single readings can be large; an effect the other way counts as inactive or inconclusive.

Screening CCC1=C(c2ccc(C)cc2)S(=O)(=O)N=C1N1CCC(C(=O)NCc2ccc(N(C)C)cc2)CC1 returned p53null 39C tox 1%, FH mod -6%, GALK inhibitor -1%, PTAP-TSG101 blk -3%, B2AR arrestin ag 1%, NTMT1 inh -1% and p53null 32C kill -7%.
Screening CCC(CC)C(=O)Nc1nnc(S(=O)(=O)N2CCc3ccccc32)s1 returned p53null 39C tox -11%, FH mod 0%, GALK inhibitor 2%, PTAP-TSG101 blk 1%, B2AR arrestin ag 0%, NTMT1 inh 7% and p53null 32C kill -4%.
`CC1=C(C(=O)OCC(C)C)C(c2ccc(OCc3ccccc3)cc2)N2C(=O)CCSC2=N1` (stereo unspecified) gave p53null 39C tox 4%, FH mod -28%, GALK inhibitor -3%, PTAP-TSG101 blk -1%, B2AR arrestin ag 0%, NTMT1 inh 2% and p53null 32C kill 6%.
For CCN(c1ncnc2c1cnn2-c1cccc(Cl)c1)C1CCCCC1 the results were p53null 39C tox 12%, FH mod -6%, GALK inhibitor -1%, PTAP-TSG101 blk -2%, B2AR arrestin ag 0%, NTMT1 inh 12% and p53null 32C kill inconclusive.
COc1cccc(C2=CC(c3ccccc3F)n3c(nc4ccccc43)N2)c1 (stereo unspecified) was read as p53null 39C tox inconclusive, FH mod -5%, GALK inhibitor 3%, PTAP-TSG101 blk -6%, B2AR arrestin ag -1%, NTMT1 inh inconclusive and p53null 32C kill 11µM*.
CCOc1ccc(CCNC(=O)NCc2noc3ccc(C)cc23)cc1 was read as p53null 39C tox -22%, FH mod -3%, GALK inhibitor -4%, PTAP-TSG101 blk -7%, B2AR arrestin ag 1%, NTMT1 inh -3% and p53null 32C kill -1%.
`CCOC(=O)c1ccc(NC(=O)c2csc3c2CCCCC3)cc1` gave p53null 39C tox 3%, FH mod -23%, GALK inhibitor 6%, PTAP-TSG101 blk 2%, B2AR arrestin ag 1%, NTMT1 inh 0% and p53null 32C kill -6%.
CCSc1nn(CC(=O)Nc2cccc(Cl)c2)c(N)c1S(=O)(=O)c1ccc(OC)cc1 was read as p53null 39C tox 22%, FH mod inconclusive, GALK inhibitor 2%, PTAP-TSG101 blk 3%, B2AR arrestin ag 1%, NTMT1 inh 3% and p53null 32C kill inconclusive.
Cc1ccc(NC(=O)C(=O)NCC(c2cccnc2)N2CCN(C)CC2)cc1 (stereo unspecified) was read as p53null 39C tox inconclusive, FH mod -4%, GALK inhibitor inconclusive, PTAP-TSG101 blk -2%, B2AR arrestin ag -1%, NTMT1 inh 18% and p53null 32C kill 3%.
`COc1cc(-c2nnn(CC(=O)Nc3ccc(OC(F)(F)F)cc3)n2)cc(OC)c1OC` gave p53null 39C tox -11%, FH mod -16%, GALK inhibitor 7%, PTAP-TSG101 blk 0%, B2AR arrestin ag -1%, NTMT1 inh 0% and p53null 32C kill 18%.
`O=C(Cn1cc(SCc2ccc(F)cc2)c2ccccc21)N1CCCC1` gave p53null 39C tox inconclusive, FH mod -16%, GALK inhibitor -10%, PTAP-TSG101 blk -6%, B2AR arrestin ag 3%, NTMT1 inh inconclusive and p53null 32C kill -8%.
Cc1ccc(CNC(=O)c2ccc3nc(N4CCCCC4)sc3c2)cc1 was read as p53null 39C tox -11%, FH mod -1%, GALK inhibitor 7%, PTAP-TSG101 blk 1%, B2AR arrestin ag -3%, NTMT1 inh -1% and p53null 32C kill -11%.
For Cc1ccc(C2=NC(c3ccccc3)=Nc3ccc(Cl)cc3N2)cc1 the results were p53null 39C tox -16%, FH mod -2%, GALK inhibitor 8%, PTAP-TSG101 blk -6%, B2AR arrestin ag -1%, NTMT1 inh -5% and p53null 32C kill -4%.
For Cc1ccc(-n2ncc3c(N4CCCCCC4)ncnc32)cc1Cl the results were p53null 39C tox 4%, FH mod -3%, GALK inhibitor -6%, PTAP-TSG101 blk 0%, B2AR arrestin ag 1%, NTMT1 inh -4% and p53null 32C kill inconclusive.
O=C(CCSCc1ccccc1Cl)NCc1ccc(F)cc1Cl was read as p53null 39C tox 9%, FH mod inconclusive, GALK inhibitor 3%, PTAP-TSG101 blk -1%, B2AR arrestin ag -1%, NTMT1 inh 3% and p53null 32C kill 11%.
Screening Cc1ccccc1Cn1nnc2c(=O)[nH]c(C3CCN(C(=O)c4ccc(F)cc4)CC3)nc21 returned p53null 39C tox 18%, FH mod -1%, GALK inhibitor 0%, PTAP-TSG101 blk -2%, B2AR arrestin ag -2%, NTMT1 inh inconclusive and p53null 32C kill 10%.
For O=C(c1ccccc1F)N1c2ncnn2C2(CCCCC2)[C@@H]2CCCC[C@@H]21 the results were p53null 39C tox 15%, FH mod -15%, GALK inhibitor 2%, PTAP-TSG101 blk 2%, B2AR arrestin ag -4%, NTMT1 inh -9% and p53null 32C kill 0%.
COc1cccc(-n2c(=O)c3cc(OC)c(OC)cc3n(CC(=O)Nc3ccccc3)c2=O)c1 was read as p53null 39C tox 11%, FH mod -3%, GALK inhibitor 1%, PTAP-TSG101 blk -1%, B2AR arrestin ag 1%, NTMT1 inh 7% and p53null 32C kill 5%.
Screening O=C(Cn1ncc2c3ccccc3n(Cc3ccccc3F)c2c1=O)NCc1ccccc1Cl returned p53null 39C tox -9%, FH mod 1%, GALK inhibitor 1%, PTAP-TSG101 blk -6%, B2AR arrestin ag -4%, NTMT1 inh 8% and p53null 32C kill 2%.
`Cc1ccc(NC(=O)C2CCN(S(=O)(=O)c3c(C)noc3C)CC2)cc1C` gave p53null 39C tox -4%, FH mod -4%, GALK inhibitor 1%, PTAP-TSG101 blk 2%, B2AR arrestin ag -1%, NTMT1 inh -3% and p53null 32C kill 2%.

The final 5 entries of the part before lead into the next:
Screening Cc1ccccc1Cn1nnc2c(=O)[nH]c(C3CCN(C(=O)c4ccc(F)cc4)CC3)nc21 returned p53null 39C tox 18%, FH mod -1%, GALK inhibitor 0%, PTAP-TSG101 blk -2%, B2AR arrestin ag -2%, NTMT1 inh inconclusive and p53null 32C kill 10%.
For O=C(c1ccccc1F)N1c2ncnn2C2(CCCCC2)[C@@H]2CCCC[C@@H]21 the results were p53null 39C tox 15%, FH mod -15%, GALK inhibitor 2%, PTAP-TSG101 blk 2%, B2AR arrestin ag -4%, NTMT1 inh -9% and p53null 32C kill 0%.
COc1cccc(-n2c(=O)c3cc(OC)c(OC)cc3n(CC(=O)Nc3ccccc3)c2=O)c1 was read as p53null 39C tox 11%, FH mod -3%, GALK inhibitor 1%, PTAP-TSG101 blk -1%, B2AR arrestin ag 1%, NTMT1 inh 7% and p53null 32C kill 5%.
Screening O=C(Cn1ncc2c3ccccc3n(Cc3ccccc3F)c2c1=O)NCc1ccccc1Cl returned p53null 39C tox -9%, FH mod 1%, GALK inhibitor 1%, PTAP-TSG101 blk -6%, B2AR arrestin ag -4%, NTMT1 inh 8% and p53null 32C kill 2%.
`Cc1ccc(NC(=O)C2CCN(S(=O)(=O)c3c(C)noc3C)CC2)cc1C` gave p53null 39C tox -4%, FH mod -4%, GALK inhibitor 1%, PTAP-TSG101 blk 2%, B2AR arrestin ag -1%, NTMT1 inh -3% and p53null 32C kill 2%.
For CC(C)n1c(=N)c(C(=O)NC2CCCCC2)cc2c(=O)n3ccccc3nc21 the results were p53null 39C tox 7%, FH mod -1%, GALK inhibitor 1%, PTAP-TSG101 blk -1%, B2AR arrestin ag 1%, NTMT1 inh 13% and p53null 32C kill -1%.
Screening Cc1ccc(C(C)C)c(OCC(=O)Nc2ccc(-c3nc4ncccc4o3)cc2C)c1 returned p53null 39C tox -19%, FH mod 6%, GALK inhibitor inconclusive, PTAP-TSG101 blk 1%, B2AR arrestin ag 1%, NTMT1 inh 18% and p53null 32C kill 5%.
`Fc1ccc(CNc2nc(-c3ccccc3)cc(C(F)(F)F)n2)cc1` gave p53null 39C tox inconclusive, FH mod -27%, GALK inhibitor 4%, PTAP-TSG101 blk 0%, B2AR arrestin ag 0%, NTMT1 inh -3% and p53null 32C kill 21%.
For O=C(c1cnc2cc(-c3ccccc3)nn2c1)c1cc([N+](=O)[O-])ccc1O the results were FH mod -26%, GALK inhibitor 8%, PTAP-TSG101 blk 0%, B2AR arrestin ag 0% and NTMT1 inh inconclusive.
For CCOC(=O)c1c(C)[nH]c(C)c1S(=O)(=O)NCC(=O)NCc1ccccc1Cl the results were p53null 39C tox -25%, FH mod 6%, GALK inhibitor -1%, PTAP-TSG101 blk 1%, B2AR arrestin ag 0%, NTMT1 inh 5% and p53null 32C kill 2%.
O=C(NCc1ccc2c(c1)CCN2C(=O)c1ccccc1)Nc1cc(F)ccc1F was read as p53null 39C tox -9%, FH mod -22%, GALK inhibitor -9%, PTAP-TSG101 blk 1%, B2AR arrestin ag 0%, NTMT1 inh 15% and p53null 32C kill 6%.
For Cc1nn2c(=O)cc(COC(=O)C(c3ccccc3)c3ccccc3)nc2s1 the results were p53null 39C tox -1%, FH mod 0%, GALK inhibitor 0%, PTAP-TSG101 blk -9%, B2AR arrestin ag 2%, NTMT1 inh -9% and p53null 32C kill -4%.
Cc1ccc(F)cc1NC(=O)Cn1c(C)cc(C)c(C#N)c1=O was read as p53null 39C tox 9%, FH mod -13%, GALK inhibitor 3%, PTAP-TSG101 blk 0%, B2AR arrestin ag -1%, NTMT1 inh 4% and p53null 32C kill -9%.
Screening CC1=C(C(=O)Nc2ccc(C)cc2C)C(c2ccccc2)n2nc(SCC(=O)c3ccc(C)cc3)nc2N1 (stereo unspecified) returned p53null 39C tox 3%, FH mod -15%, GALK inhibitor 0%, PTAP-TSG101 blk 0%, B2AR arrestin ag -3%, NTMT1 inh 4% and p53null 32C kill 3%.
Screening CCCNC(=O)C(=O)NCC(c1ccc2c(c1)OCO2)N1CCOCC1 (stereo unspecified) returned p53null 39C tox 27%, FH mod 5%, GALK inhibitor 2%, PTAP-TSG101 blk 0%, B2AR arrestin ag 0%, NTMT1 inh 9% and p53null 32C kill -3%.
O=C(NCc1ccc2c(c1)CCN2C(=O)c1ccncc1)c1cccc(Cl)c1 was read as p53null 39C tox 9%, FH mod -11%, GALK inhibitor -2%, PTAP-TSG101 blk 1%, B2AR arrestin ag -2%, NTMT1 inh inconclusive and p53null 32C kill -1%.
COc1ccc(-c2noc(-c3ccc(NCc4cccnc4)c([N+](=O)[O-])c3)n2)cc1 was read as p53null 39C tox -5%, FH mod 1%, GALK inhibitor 0%, PTAP-TSG101 blk 4%, B2AR arrestin ag -4%, NTMT1 inh inconclusive and p53null 32C kill -22%.

High-throughput results: PubChem BioAssay, National Center for Advancing Translational Sciences (NCATS)

The list is partial; the hit share may differ from the screen's.
